Assay outcomes from PubChem BioAssay.
BLM inh = qHTS Assay for Inhibitors of Bloom's syndrome helicase (BLM); recombinant BLM DNA unwinding, fluorescence dequenching; Potency, µM (doses to about 56.1 µM), inactives show top-dose activity change, negative = inhibition, actives largely listed as inhibitors; hit rate 0.2% among 350,000; AID 2528, 2010; active means well fitted inhibition curve with a large enough effect;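 further: plate controls were vehicle for no effect and no enzyme for full effect; nearly all actives have a fitted effect of over 35% in size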
Target sequence (P54132 whole entry, looked up): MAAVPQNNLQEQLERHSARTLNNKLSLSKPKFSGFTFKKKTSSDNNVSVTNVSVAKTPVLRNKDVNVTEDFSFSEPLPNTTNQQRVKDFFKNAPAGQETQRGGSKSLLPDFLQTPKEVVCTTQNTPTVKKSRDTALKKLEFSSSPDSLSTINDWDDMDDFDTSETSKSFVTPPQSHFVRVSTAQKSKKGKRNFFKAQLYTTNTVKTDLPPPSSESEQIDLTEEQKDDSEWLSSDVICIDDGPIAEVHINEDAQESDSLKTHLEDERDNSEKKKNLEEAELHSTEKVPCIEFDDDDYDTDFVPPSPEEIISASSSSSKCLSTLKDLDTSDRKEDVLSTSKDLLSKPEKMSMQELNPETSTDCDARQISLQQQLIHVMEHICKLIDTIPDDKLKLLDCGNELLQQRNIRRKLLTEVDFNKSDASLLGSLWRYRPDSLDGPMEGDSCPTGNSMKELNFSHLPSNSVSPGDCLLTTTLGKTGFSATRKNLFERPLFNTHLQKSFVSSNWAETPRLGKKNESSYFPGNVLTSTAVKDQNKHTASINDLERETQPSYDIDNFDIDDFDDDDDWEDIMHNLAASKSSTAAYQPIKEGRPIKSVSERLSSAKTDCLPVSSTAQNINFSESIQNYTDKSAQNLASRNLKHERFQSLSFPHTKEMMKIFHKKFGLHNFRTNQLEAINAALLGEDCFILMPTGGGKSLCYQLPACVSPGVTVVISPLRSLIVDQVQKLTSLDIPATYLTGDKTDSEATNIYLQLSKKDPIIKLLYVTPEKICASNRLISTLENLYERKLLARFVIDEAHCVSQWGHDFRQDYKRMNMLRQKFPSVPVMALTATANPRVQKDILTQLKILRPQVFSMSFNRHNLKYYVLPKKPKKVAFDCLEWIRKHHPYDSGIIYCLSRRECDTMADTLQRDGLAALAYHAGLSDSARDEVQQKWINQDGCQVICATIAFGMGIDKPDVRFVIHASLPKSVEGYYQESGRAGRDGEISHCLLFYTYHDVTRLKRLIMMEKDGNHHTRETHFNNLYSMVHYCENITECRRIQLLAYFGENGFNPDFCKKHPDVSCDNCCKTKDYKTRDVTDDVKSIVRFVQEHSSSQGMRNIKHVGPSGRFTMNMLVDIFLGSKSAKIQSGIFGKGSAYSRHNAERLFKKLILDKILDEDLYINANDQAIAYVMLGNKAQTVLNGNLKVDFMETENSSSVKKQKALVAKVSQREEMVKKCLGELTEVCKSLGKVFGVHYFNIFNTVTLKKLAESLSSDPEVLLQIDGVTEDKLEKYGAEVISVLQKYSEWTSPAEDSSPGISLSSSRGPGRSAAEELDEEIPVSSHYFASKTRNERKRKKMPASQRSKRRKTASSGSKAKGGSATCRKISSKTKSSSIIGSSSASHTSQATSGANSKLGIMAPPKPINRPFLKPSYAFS
The depositor's hits bear a star; & = joins results of further samples; [ ] = another dose, or the depositor's remark. Potency means the concentration at half of the fitted maximal effect. An excerpt; count on the stated rates, not on these rows.

SMILES	BLM inh
CCCNC(=O)OC[C@@H]1O[C@H](CCO/N=C(\C)CCC(=O)OC[C@@H]2O[C@H](C#Cc3ccccc3)C=C[C@@H]2Oc2ccc(C)cc2)C=C[C@@H]1Oc1ccc(OC)cc1	-8%[12.4 µM]
CC/C=C\C/C=C\C/C=C\C/C=C\C/C=C\C/C=C\CCC(N)=O	3%
COC(=O)C1=C(C(=O)OC)[C@@H]2N(C)c3ccc(OC)cc3[C@@]23C[C@@H](C(=O)OC)N(S(=O)(=O)c2ccc(C(F)(F)F)cc2)C3=N1	-8%[12.4 µM]
CC1(C)C(=O)C(c2ccccc2)=C2CN3C(=O)N(CCc4ccccc4)C(=O)C3(Cc3ccc(C(F)(F)F)cc3)C=C21 (configuration not stated)	-10%
Cc1c(-c2ccccc2)oc2cc(O)ccc2c1=O	3%
NC(CCC(=O)NC(CCSC(CC(=O)O)C(=O)O)C(=O)NCC(=O)O)C(=O)O (configuration not stated)	5%
COC(=O)C1C(O)CC[C@H]2CN3CCc4c([nH]c5ccccc45)C3C[C@H]12 (some centres not stated)	-1%
CCC(=O)OC1(C)C(=O)C=C2C=C(CCCCNC(=O)OC(C)(C)C)OC=C2C1=O (configuration not stated)	0%
COC(=O)N1CCc2cc(OC)c(OC)cc2C1Cc1ccc(OC)cc1 (configuration not stated)	0%[12.4 µM]
CC(C)CCC[C@@H](C)[C@H]1CC[C@H]2[C@@H]3CC=C4CC(O)CC[C@]4(C)[C@H]3CC[C@]12C (some centres not stated)	-2%

The list goes on (2 carried over from the part before).
SMILES	BLM inh
COC(=O)N1CCc2cc(OC)c(OC)cc2C1Cc1ccc(OC)cc1 (configuration not stated)	0%[12.4 µM]
CC(C)CCC[C@@H](C)[C@H]1CC[C@H]2[C@@H]3CC=C4CC(O)CC[C@]4(C)[C@H]3CC[C@]12C (some centres not stated)	-2%
CC[C@@H](c1ccccc1)n1c(=O)n2n(c1=O)[C@H]1[C@H](O)[C@H]3O[C@H]3C(=O)[C@H]1CC2	-1%[12.4 µM]
CC(=O)N1CC=CC1(CC(C)C)C(=O)NCc1ccc(C)o1 (configuration not stated)	-1%
OC1c2ccccc2-c2nc3ccccc3cc21 (configuration not stated)	-10%
CC(=O)c1ccc[nH]1	7%
COc1cccc([C@H]2Oc3ccc(OC)cc3/C(=N\O[C@@H]3O[C@H](COC(C)=O)[C@H](OC(C)=O)[C@H](OC(C)=O)[C@H]3OC(C)=O)[C@@H]2O)c1	-3%[12.4 µM]
COC(=O)C/C=C/[C@@H](C)[C@H](NC(=O)OCC(Cl)(Cl)Cl)c1cccc(OC)c1	-5%
C[C@@]12C(=O)OC(=O)[C@@]1(C)C1CCC2O1	2%
C=C1CCC(OC(C)=O)/C(C)=C/CC2[C@H]1CC2(C)C (some centres not stated)	1%
O=C(c1ccc(F)cc1)C1CCN(CCCCc2ccccc2)CC1	-1%
CCCCC[C@H](O)/C=C/C=C\C/C=C\C=C\[C@@H](O)CCCC(=O)O	-3%

Six compounds drawn at random from those above, as already listed:
SMILES	BLM inh
COC(=O)C/C=C/[C@@H](C)[C@H](NC(=O)OCC(Cl)(Cl)Cl)c1cccc(OC)c1	-5%
C=C1CCC(OC(C)=O)/C(C)=C/CC2[C@H]1CC2(C)C (some centres not stated)	1%
CCCCC[C@H](O)/C=C/C=C\C/C=C\C=C\[C@@H](O)CCCC(=O)O	-3%
CC(=O)N1CC=CC1(CC(C)C)C(=O)NCc1ccc(C)o1 (configuration not stated)	-1%
CC[C@@H](c1ccccc1)n1c(=O)n2n(c1=O)[C@H]1[C@H](O)[C@H]3O[C@H]3C(=O)[C@H]1CC2	-1%[12.4 µM]
OC1c2ccccc2-c2nc3ccccc3cc21 (configuration not stated)	-10%

The list continues.
SMILES	BLM inh
CCCC[C@@H]1CN2[C@H](c3ccc(Br)cc3)[C@H](C)CC[C@H]2C(=O)O1	-1%[12.4 µM]
COc1ccccc1CNc1nc(-c2ccccc2CN(C)C)nc2ccccc12	81%[activator]
COc1ccc2c(c1)C(=O)[C@H](OC(=O)Nc1ccc(OC(F)F)cc1)[C@@H](c1ccc(OC)c(Br)c1)O2	-6%
CCOC(=O)c1c(C)cc(O)c(C)c1O	4%
C[C@@]12CCC3c4ccc(OS(=O)(=O)O)cc4CCC3C1CCC2O (some centres not stated)	1%
O=c1cc(-c2cc(O)c(O)c([C@@H]3O[C@H](CO)[C@@H](O)[C@H](O)[C@H]3O)c2)oc2cc(O[C@@H]3O[C@H](CO)[C@@H](O)[C@H](O)[C@H]3O)cc(O)c12	-8%
COC(=O)C1=C(C(=O)OC)[C@@H]2Nc3ccccc3[C@@]23C[C@@H](C(=O)OC)N(S(=O)(=O)c2cccs2)C3=N1	-6%[12.4 µM]
Nc1cccc2c(=O)[nH]ccc12	-13%
Nc1ncnc2c1[nH]c(=O)n2C1OC(CO)C(O)C1O (configuration not stated)	-8%
C[C@@H]1O[C@@H](OC2O[C@@H](COc3cc(O)c4c(=O)cc(-c5ccc(O)cc5)oc4c3)[C@@H](O)[C@@H](O)[C@@H]2O)[C@H](O)[C@H](O)[C@H]1O (some centres not stated)	-4%
COc1ccc(/C=C/c2cc(O)cc(O[C@H]3OC(CO)C(O)C(O)C3O)c2)cc1 (some centres not stated)	-4%
N#Cc1cccc(-c2nc(N3CCNCC3)c3ccccc3n2)c1	79%[activator]
NC(=O)c1ncn([C@@H]2O[C@H](CO)[C@@H](O)[C@H]2O)c1N	1%
CCCCC/C=C\C/C=C\C/C=C\CCCCC(=O)NCC(=O)O	0%
CC(C)C[C@@H](CC(=O)N[C@@H](CCC(=O)O)CC(=O)O)NC(=O)[C@@H]1CNCC[C@H]1NC(=O)C[C@H](CCCN)NC(=O)C[C@H](Cc1ccccc1)NC(=O)[C@@H]1CCCC[C@H]1N	5%
C=CCN1CCc2c(cc(O)c(O)c2Cl)C(c2cccc(C)c2)C1 (configuration not stated)	-3%
COC(=O)[C@@H]1CC[C@H](C)[C@@H](c2ccc(C)cc2)N1C(=O)c1ccc(/C=N\O[C@@H](C)c2cc(-c3c(C)cc(C)cc3C)no2)cc1	-2%[12.4 µM]
COC(=O)C1=C(C(=O)OC)[C@@H]2N(C)c3ccc(OC)cc3[C@@]23C[C@@H](C(=O)OC)N(S(=O)(=O)c2ccc(Br)cc2)C3=N1	-7%[12.4 µM]
CCC[C@H](NC(=O)[C@H](CC(C)C)N(C)C(=O)CNC(=O)[C@@H](NC(=O)[C@H](Cc1ccccc1)NC(=O)[C@H](CCCCN)NC(=O)[C@@H](N)CC(=O)O)C(C)C)C(N)=O	-4%
CO[C@H]1COC(=O)[C@H](C)NC(=O)C/C=C\[C@@H](C)[C@H](OC)COC(=O)[C@@H](OCc2ccccc2)/C=C\[C@@H]1C	1%[12.4 µM]

Sorted by value in BLM inh (lowest first): some entries from above
SMILES	BLM inh
CCCCC/C=C\C/C=C\C/C=C\CCCCC(=O)NCC(=O)O	0%
NC(=O)c1ncn([C@@H]2O[C@H](CO)[C@@H](O)[C@H]2O)c1N	1%
CC(C)C[C@@H](CC(=O)N[C@@H](CCC(=O)O)CC(=O)O)NC(=O)[C@@H]1CNCC[C@H]1NC(=O)C[C@H](CCCN)NC(=O)C[C@H](Cc1ccccc1)NC(=O)[C@@H]1CCCC[C@H]1N	5%

Continued:
SMILES	BLM inh
Cc1cc(C)cc(C#CC2C=CC(Oc3ccc(C4CCCC4)cc3)C(CO)O2)c1 (configuration not stated)	-5%[12.4 µM]
CC[C@H](C)[C@H](NC(=O)[C@H](CC(C)C)NC(=O)[C@H](CC(N)=O)NC(=O)[C@@H](NC(=O)[C@@H](N)Cc1ccc(O)cc1)[C@@H](C)CC)C(=O)N[C@@H](Cc1ccc(O)cc1)C(=O)N[C@@H](CCCN=C(N)N)C(=O)N[C@@H](CC(C)C)C(=O)N[C@@H](CCCN=C(N)N)C(=O)N[C@@H](Cc1ccc(O)cc1)C(N)=O	2%
CO/N=C\C[C@@H]1C=C[C@H](OC(C)=O)[C@H](COC(C)=O)O1	5%[12.4 µM]
CC(C)CCC[C@@H](C)[C@@H]1CC[C@H]2C3=CC=C4CC(O)CC[C@]4(C)[C@H]3CC[C@@]21C (some centres not stated)	-16%
CCC12C=C(/C=C/c3ccccc3)C(CC)(C1)C(c1ccccc1)CC2=O (configuration not stated)	3%[12.4 µM]
Cc1c(C(=O)NN2CCOCC2)nn(-c2ccc(Cl)cc2Cl)c1-c1ccc(I)cc1	-14%&-17%
CCCCc1nc2c(c3c1C[C@H](C)OC3)CN(C(=O)c1cc(I)ccc1F)CC2	-4%[12.4 µM]
O=C1CC2(CCCC2)CC(=O)N1CCNC[C@H]1COc2ccccc2O1	4%
CC(=O)C(=O)O	-6%
COC(=O)[C@@]1(Cc2ccc(F)cc2)[C@H]2c3cc(C(=O)N4CCCC4)n(Cc4c(CO)[nH]cc(C)c4=O)c3C[C@H]2CN1C(=O)c1ccccc1	4%
Cn1c(=O)n2n(c1=O)[C@H]1[C@H](O)[C@H]3O[C@H]3C(=O)[C@H]1CC2	6%[12.4 µM]
COC(=O)C1=C(C)NC(C)=C(C(=O)OCCSc2ccccc2)[C@@H]1C	-12%
CCCCCCCCC(C)O (configuration not stated)	2%
COC(=O)C1=C(C)N(Cc2ccccc2)C2=C(C(C)=O)C(c3ccccc3)[C@@](O)(C(=O)OC)C(=O)N2C1c1ccccc1 (some centres not stated)	-2%&1%[12.4 µM]
c1nc(N2CCNCC2)c2cc(-c3ccc4c(c3)OCO4)ccc2n1	46%[activator]
CC1(C)O[C@@H]2O[C@H]([C@H](O)CO/N=C3/[C@H]4O[C@@H]4[C@@H](O)[C@H]4[C@H]3CCn3c(=O)n(-c5ccccc5)c(=O)n34)[C@@H](O)[C@@H]2O1	2%[12.4 µM]
C=CCOC(=O)N[C@@H](c1cccs1)C(C(C)=O)C(C)=O	-2%
O=C(O)/C=C(\CC(=O)O)C(=O)O	5%
Cc1cc2c(nc1C)CCCN2C[C@H](O)CN1CCCc2nc(-c3ccc(Br)cc3)ccc21	5%&-6%[12.4 µM]
CCCCCCC1=Cc2cc(OC)c(OC)cc2C(CC(=O)/C=C/OC)O1 (configuration not stated)	-1%[12.4 µM]
CC1(C)OC2C(CO)OC(n3cnc4c(=O)[nH]c(N)nc43)C2O1 (configuration not stated)	1%
O=C1CCC=C1C(O)c1ccccc1 (configuration not stated)	1%&6%
Cn1cnnc1Sc1c([N+](=O)[O-])ncn1C	0%
CC(C)C[C@H](NC(=O)[C@H](CC(C)C)NC(=O)[C@@H](Cc1c[nH]c2ccccc12)NC(=O)[C@H](Cc1ccccc1)NC(=O)[C@@H](Cc1c[nH]c2ccccc12)NC(=O)[C@H](CCC(N)=O)NC(=O)[C@H](CCC(N)=O)NC(=O)[C@@H]1CCCN1C(=O)[C@H](CCCCN)NC(=O)[C@@H]1CCCN1C(=O)[C@@H](CCCNC(=N)N)NC(=O)[C@@H]1CCCN1C(=O)CNC(=O)[C@H](CC(C)C)NC(=O)[C@H](CC(C)C)NC(=O)[C@H](Cc1ccc(O)cc1)NC(=O)CNC(=O)[C@H](C)NC(=O)[C@H](CO)NC(=O)[C@H](CC(N)=O)NC(=O)[C@H](CC(C)C)NC(=O)[C@@H](NC(=O)[C@H](Cc1c[nH]c2ccccc12)NC(=O)CN)[C@@H](C)O)C(N)=O	-9%
COc1ccc(C(=O)Nc2sc3c(c2C(N)=O)CCCC3)cc1OC	0%
CCOC(=O)CNC(=O)O[C@@H]1Cc2cc(OC)ccc2O[C@H]1c1cccc(OC)c1	4%
Cc1noc(C)c1-c1cc(N(C)C)ncn1	1%
CC(=O)N1CC=CC1(CC(C)C)C(=O)NCC1CC1 (configuration not stated)	-4%
COCCNC(=O)[C@H](C)/C=C/C(NC(=O)OCc1ccccc1)c1ccc(C(=O)OC)cc1 (some centres not stated)	-14%
CO[C@@H]1/C=C\CC(=O)N[C@@H](C)C(=O)OC[C@@H](OC)[C@H](C)/C=C\CC(=O)OC[C@H]1C	-3%[12.4 µM]
O=C1[C@H]2[C@H]3[C@H](O)[C@H](O)C/C(=N/OC[C@@H](O)COCc4ccco4)[C@H]3CC[C@@H]2C(=O)N1c1cccc(Oc2ccccc2)c1	-7%[12.4 µM]
C[C@H]1/C=C\CC(=O)NCc2cccc(c2)CNC(=O)N[C@H]1c1ccccc1	-3%
CCCCC1=CC2=CC(=O)C(C)(OC(=O)CC)C(=O)C2=CN1c1ccncc1 (configuration not stated)	-1%[12.4 µM]
CO[C@@H]1COC(=O)[C@@H](C)COC(=O)[C@@H](C)NC(=O)C/C=C\[C@@H]1C	2%[12.4 µM]
CN(C)C(=O)c1ccc(-c2nc(Nc3ccc(F)cc3)c3ccccc3n2)cc1	-1%
COC(=O)[C@@]1(Cc2ccccc2)[C@H]2c3cc(C(=O)N(C)C)n(Cc4ccc(OC)c(OC)c4)c3C[C@H]2CN1C(=O)c1ccccc1	-4%
CCCNC(=O)OC[C@H]1O[C@@H](CCO/N=C\[C@@H](NS(=O)(=O)c2ccc(C)cc2)[C@H](C)/C=C\CC(=O)OC)C=C[C@@H]1Oc1ccc(OC)cc1	-5%[12.4 µM]
N#C[C@H](Cc1ccc(O)cc1)c1ccc(O)cc1	-6%
Cc1cc2c3c(cccc3n1)C(=O)c1ccccc1-2	20%
C/C=C(/C)C(=O)O[C@H]1C[C@@]2(C)O[C@H]2[C@@H](OC(C)=O)C2(C)CC[C@@](O)(C(C)C)C12 (some centres not stated)	-4%
CCC[C@@H]1NC(=O)[C@@H](NC(C)=O)CSSC[C@@H](C(N)=O)NC(=O)CNC(=O)[C@H](Cc2c[nH]c3ccccc23)NC(=O)[C@H](CCCN=C(N)N)NC(=O)[C@H](Cc2ccc3ccccc3c2)NC(=O)[C@H](Cc2cnc[nH]2)NC(=O)[C@H](CCCN=C(N)N)NC1=O	-1%
OC[C@H]1O[C@@H](O[C@@H]2OC=C[C@H]3[C@H](O)[C@@H]4O[C@]4(CO)[C@@H]23)[C@H](O)[C@@H](O)[C@@H]1O	0%
CC(=O)N[C@@H](c1ccccc1)[C@]1(C)C[C@H]1[C@@H](C)C(=O)Nc1ccc2ccccc2c1	0%
COC(=O)C1(C(=O)OC)Cc2conc2[C@H]1c1ccccc1	2%&1%&6%
